NR3A LBD binder: NR3A (human) ligand-binding domain modulation; NR3A LBD differential scanning fluorimetry, Tm shift; 0% = protein alone, 100% = glycine-bound protein; Tm shift relative to glycine control, % at 25 µM; hit rate 2.5% among 340,000; AID 1259313;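 active = melting temperature shift of at least 10% of the positive control shift, at one fixed dose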
MPTP inh: blocks calcium-induced mitochondrial swelling; isolated mouse mitochondria, Ca2+ swelling absorbance, 30 min; inhibition, % at 10 µM; hit rate 1.4% among 360,000;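 active = inhibition of 50% or more, scaled per plate between neutral and stimulator controls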;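 also: 0% = DMSO wells given calcium and 100% = 1 mM EGTA wells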
PfG6PD inh: PfG6PD (Plasmodium falciparum) enzyme inhibition | PfGluPho enzyme, NADPH resazurin-diaphorase fluorescence | inhibition, % at 20 µM | hit rate 0.78% among 350,000 | AID 504690;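 active = inhibition reaching at least a set limit at 20 µM in the primary screen, cut at about 59% in these data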;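 also: 0% = DMSO wells with substrate and 100% = DMSO wells lacking glucose-6-phosphate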
ATG4B inhibitor: inhibitors of human ATG4B cysteine protease | ATG4B cleavage of LC3-PLA2, NBD-HPC fluorescence, 1 h | AID 504462 | inhibition, % at 8.33 µM | hit rate 0.51% among 340,000 | Q9Y4P1; in the data active = inhibition above about 40%
Target sequence (Q9Y4P1 whole entry, looked up): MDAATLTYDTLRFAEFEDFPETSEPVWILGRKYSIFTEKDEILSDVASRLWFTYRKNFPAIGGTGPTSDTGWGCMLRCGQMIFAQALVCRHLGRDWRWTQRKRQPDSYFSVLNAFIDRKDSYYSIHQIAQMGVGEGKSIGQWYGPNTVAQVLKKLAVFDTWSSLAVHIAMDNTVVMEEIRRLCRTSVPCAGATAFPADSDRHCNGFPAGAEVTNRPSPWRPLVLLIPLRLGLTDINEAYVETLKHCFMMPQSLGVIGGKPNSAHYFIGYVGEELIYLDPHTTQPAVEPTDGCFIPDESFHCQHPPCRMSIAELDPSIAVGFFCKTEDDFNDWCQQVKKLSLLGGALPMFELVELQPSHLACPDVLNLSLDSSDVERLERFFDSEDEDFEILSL
SENP6 inh: SENP6 protease inhibition. inhibition, % at 10 µM. Q9GZR1. Recombinant SENP6 catalytic domain, aminoluciferin luminescence. hit rate 1.8% among 330,000;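 active = inhibition above about 50% at the single tested dose, limit read from the data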;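 also: plate controls were DMSO wells with enzyme for no effect and DMSO wells lacking enzyme for full effect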
hIAP act: human IAP activation. purified human IAP, CDP-Star luminescence, 30 min; active compounds read high; 1 = vehicle-only enzyme, 0 = enzyme-free background. activation factor at 10 µM. hit rate 0.16% among 330,000. AID 2524;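 active = activation factor of the enzyme at least 2-fold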; also: the source names both 10 and 20 µM as test concentration; values of inactives mirror those of a sister screen read the other way
Target sequence (P09923 whole entry, looked up): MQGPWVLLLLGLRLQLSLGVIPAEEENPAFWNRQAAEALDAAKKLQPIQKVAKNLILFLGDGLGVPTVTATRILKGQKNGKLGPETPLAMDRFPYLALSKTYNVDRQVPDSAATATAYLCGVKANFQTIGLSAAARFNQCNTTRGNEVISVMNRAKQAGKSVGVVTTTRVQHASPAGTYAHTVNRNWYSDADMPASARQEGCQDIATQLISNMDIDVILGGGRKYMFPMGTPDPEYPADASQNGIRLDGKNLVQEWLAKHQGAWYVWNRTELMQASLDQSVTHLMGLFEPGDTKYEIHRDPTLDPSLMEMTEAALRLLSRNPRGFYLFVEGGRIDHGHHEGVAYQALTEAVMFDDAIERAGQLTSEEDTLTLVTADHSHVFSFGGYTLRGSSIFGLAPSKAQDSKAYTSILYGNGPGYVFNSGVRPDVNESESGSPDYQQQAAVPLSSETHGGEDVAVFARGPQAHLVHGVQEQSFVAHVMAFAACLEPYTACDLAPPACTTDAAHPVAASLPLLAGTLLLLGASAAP
SENP1 FRET inh: SENP1 (human) catalytic domain inhibition; Q9P0U3; AID 624204; hit rate 0.21% among 360,000; recombinant SENP1 catalytic domain, CyPet-SUMO1-YPet FRET cleavage; inhibition, % at 10 µM;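 active = inhibition at least 30% at 10 µM, raw YFP signal under a set limit, fluorescence ratio 0.5 to 1.5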;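 also: 0% = enzyme with DMSO and 100% = no enzyme wells; some results filed as inactive read as strong as hits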
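Assay system: hSENP1 catalytic domain, recombinant. Amount: SENP1 enzyme, 20 pM final. Schedule: 50 min reaction, RT, dark. Technique: FRET, CFP and YFP emission. Control set: no-enzyme wells low, DMSO-plus-enzyme wells high control.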
SENP8 block: blocks human SENP8 cleavage of Nedd8 substrate. recombinant SENP8, Nedd8 substrate fluorescence. AID 602440. hit rate 0.64% among 360,000. inhibition, % at 20 µM; in the data active = inhibition mostly above about 40%, no sharp cut-off; inactive = mostly below about 27%
The depositor's hits bear a star; / = no result given.

item	Molecule	NR3A LBD binder	MPTP inh	PfG6PD inh	ATG4B inhibitor
1	S=C(NCc1ccc(Cl)cc1)NN1CCOCC1	-1.7	0.2	5.8	3.4
2	COc1cc(/C=C/C(=O)OC(C)C(=O)Nc2c(C)n(C)n(-c3ccccc3)c2=O)ccc1OCC#N (configuration not stated)	-0.3	-0.9	-24.0	-3.3
3	COc1cccc(-n2nnnc2SCC(=O)Nc2cccc(NC(C)=O)c2)c1	0.5	1.2	10.8	-33.6
4	NC(=S)NN=C1CSSC1	/	-1.3	14.4	/
5	CC(O)CNCCOc1ccccc1-c1ccccc1 (configuration not stated)	0.0	11.4	19.4	0.6
6	CCOc1ccc(NC(=S)c2ccc3ccccc3n2)cc1	-6.8	-1.8	47.1	5.4
7	CN(C)c1cccc2c(/C=N/O)ccc(N(C)C)c12	-0.5	-0.1	10.9	1.2
8	Cc1cc(C(=O)NNC(=O)c2cccc(C(F)(F)F)c2)no1	-1.4	2.5	-2.2	-2.4

item	SENP6 inh	hIAP act	SENP1 FRET inh	SENP8 block
1	6.5	1.01	1.5	5.7
2	8.4	0.924	1.7	-155.1
3	-5.1	1.11	2.5	9.8
4	/	/	3.3	7.4
5	19.7	1.06	-1.4	18.6
6	-5.0	1.42	2.6	-24.6
7	8.4	1.04	1.6	-50.0
8	-12.4	1	0.0	8.5

Part of the list above, with two lines to a compound:
Under each structure: NR3A LBD binder | MPTP inh | PfG6PD inh | ATG4B inhibitor | SENP6 inh | hIAP act | SENP1 FRET inh | SENP8 block
1) S=C(NCc1ccc(Cl)cc1)NN1CCOCC1
 : -1.7 | 0.2 | 5.8 | 3.4 | 6.5 | 1.01 | 1.5 | 5.7
2) COc1cc(/C=C/C(=O)OC(C)C(=O)Nc2c(C)n(C)n(-c3ccccc3)c2=O)ccc1OCC#N (configuration not stated)
 : -0.3 | -0.9 | -24.0 | -3.3 | 8.4 | 0.924 | 1.7 | -155.1
3) COc1cccc(-n2nnnc2SCC(=O)Nc2cccc(NC(C)=O)c2)c1
 : 0.5 | 1.2 | 10.8 | -33.6 | -5.1 | 1.11 | 2.5 | 9.8
4) NC(=S)NN=C1CSSC1
 : / | -1.3 | 14.4 | / | / | / | 3.3 | 7.4
5) CC(O)CNCCOc1ccccc1-c1ccccc1 (configuration not stated)
 : 0.0 | 11.4 | 19.4 | 0.6 | 19.7 | 1.06 | -1.4 | 18.6
6) CCOc1ccc(NC(=S)c2ccc3ccccc3n2)cc1
 : -6.8 | -1.8 | 47.1 | 5.4 | -5.0 | 1.42 | 2.6 | -24.6
7) CN(C)c1cccc2c(/C=N/O)ccc(N(C)C)c12
 : -0.5 | -0.1 | 10.9 | 1.2 | 8.4 | 1.04 | 1.6 | -50.0

Quoted from above, entries 5–7
item	Molecule	NR3A LBD binder	MPTP inh	PfG6PD inh	ATG4B inhibitor
5	CC(O)CNCCOc1ccccc1-c1ccccc1 (configuration not stated)	0.0	11.4	19.4	0.6
6	CCOc1ccc(NC(=S)c2ccc3ccccc3n2)cc1	-6.8	-1.8	47.1	5.4
7	CN(C)c1cccc2c(/C=N/O)ccc(N(C)C)c12	-0.5	-0.1	10.9	1.2

item	SENP6 inh	hIAP act	SENP1 FRET inh	SENP8 block
5	19.7	1.06	-1.4	18.6
6	-5.0	1.42	2.6	-24.6
7	8.4	1.04	1.6	-50.0

(further entries)
item	Molecule	NR3A LBD binder	MPTP inh	PfG6PD inh	ATG4B inhibitor
9	Cn1c(-c2c(N)n(-c3ccccc3)c3nc4ccccc4nc23)nc2ccccc21	-7.1	1.9	3.0	7.0
10	Cc1ccc(NC(=O)[C@H](Cc2ccccc2)NC(=O)[C@@H]2Cc3ccccc3CN2)c(C)c1	-2.6	-0.7	-1.1	3.5
11	CC1(C)CC(NC(=O)Cc2ccccc2)CC(C)(C)N1	-2.9	0.5	-8.1	8.9
12	CCN(C[C@H]1N[C@@](C)(C(=O)OC)[C@H]2C(=O)N(C)C(=O)[C@@H]12)S(=O)(=O)c1ccc(OC(F)(F)F)cc1	1.2	-0.6	17.1	/
13	O=C(CC1CCCCC1)NCc1cn2ccsc2n1	-1.9	-0.7	3.9	0.9
14	COc1ccccc1[C@@H]1C(c2ccccc2)=NN(c2ccc(Br)cc2)[C@H]1C(=O)N1CCOC1=O	-7.9	-0.7	15.8	-1.7
15	Cn1c(N)c(C(=O)COC(=O)c2cccs2)c(=O)n(C)c1=O	0.6	0.5	-7.6	-2.5
16	CC(C)NC(=O)NC(=O)COC(=O)c1ccc([N+](=O)[O-])cc1Cl	-2.6	-1.5	-6.7	-4.0

item	SENP6 inh	hIAP act	SENP1 FRET inh	SENP8 block
9	/	/	-29.6	-412.6
10	-2.3	0.846	0.7	12.8
11	4.9	0.939	0.1	2.1
12	-2.0	0.844	-0.8	4.7
13	-21.7	1.06	2.8	10.6
14	/	/	-70.0	-372.6
15	3.0	1.04	-4.5	-5.7
16	-2.7	1.01	0.1	15.7

More records
item	Molecule	NR3A LBD binder	MPTP inh	PfG6PD inh	ATG4B inhibitor
17	CCc1ccccc1Nc1nc2ccccc2n1C(C)C	-2.9	1.4	4.1	6.8
18	O=C(Cn1cnc2ccccc21)OCC(=O)N1CCc2ccccc2C1	2.1	-0.1	-16.4	-14.5
19	CS(=O)(=O)c1ccc(C(=O)Nc2ccc(-c3nc4ccccc4[nH]3)cc2)cc1	32.2*	-1.5	-3.7	-10.0
20	Oc1ccccc1-c1nc2c3ccccc3c3ccccc3c2[nH]1	37.3*	2.2	42.6	-18.1
21	Fc1ccccc1-c1[nH]ncc1-c1nnnn1-c1ccccc1	-1.9	6.1	18.6	-12.0
22	CC(=O)c1ccc(OC(C)C(=O)OCC(=O)NCCc2ccccc2)cc1 (configuration not stated)	-0.3	-1.3	-0.1	-15.7
23	O=S(=O)(c1cc(Cl)ccc1Cl)N1CCCCC1	-0.3	0.9	-16.2	-18.3
24	CCOc1cc(/C=C2\C(=O)N(CCC#N)N=C2C)ccc1OCC(N)=O	0.0	0.2	-8.8	3.1

item	SENP6 inh	hIAP act	SENP1 FRET inh	SENP8 block
17	16.2	1.12	0.1	4.8
18	10.7	0.985	-0.3	19.1
19	-3.9	0.877	-21.4	-326.0
20	/	/	-59.0	-276.4
21	-5.2	1.72	1.0	22.6
22	-19.1	1.01	1.8	15.1
23	-1.0	0.972	-0.3	1.9
24	-6.4	0.938	3.9	23.4

Additional entries.
item	Molecule	NR3A LBD binder	MPTP inh	PfG6PD inh	ATG4B inhibitor
25	O=C(c1ccc(N2CCOCC2)cc1[N+](=O)[O-])N1CCOCC1	-0.6	-0.7	7.9	-2.5
26	COc1cccc(C(=O)N/N=C(\C)c2cccc(NC(=O)c3ccc(F)cc3)c2)c1OC	-1.6	-0.4	19.2	-10.7
27	COc1ccc(C2C3=C(CCCC3=O)Nc3nc(C(F)(F)F)nn32)cc1OC (configuration not stated)	3.2	0.9	4.7	-1.5
28	CC1=C(C)[N+](=O)C2(O)CCCCC2(C)N1[O-] (configuration not stated)	0.5	-0.9	-24.2	-8.4
29	Cc1cccc(NC(=O)Nc2cccc3ccccc23)c1	-20.9	1.0	1.8	-7.8
30	COc1cccc(CNC(=O)C2CC(=O)N(C3CCCCC3)C2)c1 (configuration not stated)	-1.2	-0.2	-20.2	2.2
31	COC(=O)c1ccccc1NC(=O)CS(=O)(=O)Cc1nc(-c2ccc(C)cc2)oc1C	0.1	-2.8	5.4	-1.6
32	Oc1c(C(c2ccc(F)cc2)N2CCc3ccccc3C2)sc2ncnn12 (configuration not stated)	-1.5	-0.9	32.0	-1.4

item	SENP6 inh	hIAP act	SENP1 FRET inh	SENP8 block
25	-5.2	1.14	-0.7	13.3
26	-2.6	1.14	0.4	6.1
27	-0.8	1.07	-0.4	-59.8
28	3.2	1.27	-0.1	30.1
29	-7.5	1.03	1.8	-117.0
30	-4.7	0.938	-1.4	10.0
31	-16.2	1.02	1.6	-24.2
32	-2.3	0.903	1.8	8.0

Next section
item	Molecule	NR3A LBD binder	MPTP inh	PfG6PD inh	ATG4B inhibitor
33	COc1ccc(C(=O)Nc2cccc3c2CCCC3)cc1OC	-2.5	-0.1	-9.4	3.6
34	Cc1oc(/N=C/c2cccc([N+](=O)[O-])c2)c(C#N)c1C	-0.3	1.5	8.3	-0.5
35	CS(=O)(=O)N1CCc2nc(-c3ccccc3)sc2C1	2.6	0.2	9.4	0.6
36	COc1ccc(OCC(=O)NNC(=O)c2ccc3c(=O)n4c(nc3c2)CCC4)cc1	0.7	-2.1	1.3	-7.2
37	O=C(c1ccco1)N1CCN(C(=O)c2cccn3c(=O)c4c5c(sc4nc23)CCCC5)CC1	-2.3	1.4	40.5	-2.0
38	CCCNC(=O)NC(=O)CSc1nnc(C)n1N	-0.9	-1.9	14.1	-10.0
39	CN(CC(=O)Nc1cccc(F)c1)C(=O)COc1cccc2c1OC(C)(C)C2	0.2	-1.4	2.3	-1.6
40	CCOC(=O)C1CCCN(C(=O)CSCc2ccccc2)C1 (configuration not stated)	0.4	-1.0	2.2	-8.1

item	SENP6 inh	hIAP act	SENP1 FRET inh	SENP8 block
33	-27.0	1	1.6	4.9
34	6.4	1.17	-3.8	26.9
35	-4.6	1.04	2.1	0.4
36	-16.9	1.51	0.7	-3.4
37	/	/	-32.8	-391.4
38	-5.4	0.897	1.3	23.8
39	12.3	0.975	1.5	5.9
40	-11.9	1.76	1.0	9.6

Next structures follow:
item	Molecule	NR3A LBD binder	MPTP inh	PfG6PD inh	ATG4B inhibitor
41	O=C1CC(c2ccccc2)CN1C(=O)c1ccccc1 (configuration not stated)	12.5*	3.1	-11.5	-1.1
42	O=C(COc1ccc(S(=O)(=O)N2CCCC2)cc1)N1CCCCC1	-0.7	-1.2	-9.1	-2.6
43	O=C(Nc1ccc2c(c1)nc1n2CCCCC1)c1cc(S(=O)(=O)N2CCOCC2)ccc1Cl	0.9	12.1	-3.8	-2.9
44	COc1cccc(NC(=O)N2CCCC2C(=O)NCC(C)C)c1 (configuration not stated)	-0.9	-1.6	7.3	1.0
45	CCOC(=O)CSCC(=O)Nc1ccc(S(=O)(=O)N2CCCCC2)cc1	-5.7	3.7	12.8	-3.8
46	CCOc1ccc2nc(NS(=O)(=O)Cc3ccccc3)sc2c1	-6.4	4.5	4.2	-5.8
47	OCCNc1cc(Cl)ncn1	-2.2	0.6	-11.0	7.1
48	CCC(=O)N1CCc2cc(S(=O)(=O)CCC(=O)NC3CCCCC3)ccc21	3.4	1.0	-13.0	8.5

item	SENP6 inh	hIAP act	SENP1 FRET inh	SENP8 block
41	-7.4	1.07	4.3	24.2
42	-6.2	1.06	-3.3	8.8
43	4.7	0.866	-0.8	23.7
44	0.2	1.17	-0.8	28.7
45	-4.6	1.35	-0.1	-7.4
46	20.2	1.2	-2.1	32.6
47	-1.2	0.871	0.6	6.9
48	-1.1	1.07	0.8	8.2

The list goes on:
item	Molecule	NR3A LBD binder	MPTP inh	PfG6PD inh	ATG4B inhibitor
49	N=C1C=CC=C2C1=NC1(CCCCC1)N2O	0.7	2.5	23.2	11.6
50	CCC(C)NC(=O)c1cccc(OCc2c(C)noc2C)c1 (configuration not stated)	0.4	0.0	-8.6	2.2
51	O=C(N/C(=C\c1cccnc1)C(=O)N1CCOCC1)c1cccc(Br)c1	-2.1	-0.6	4.7	-2.2
52	CCOC(=O)C1CCN(C(=O)c2ccc3c(=O)n4c(nc3c2)CCCCC4)CC1	-1.9	-1.5	-3.4	-6.9
53	Cc1ccc(S(=O)(=O)NC(C)C(=O)OCC(=O)N(C)c2ccccc2)cc1 (configuration not stated)	3.8	-2.5	-2.3	-8.4
54	O=C1C(Br)=C(c2ccccc2)C(c2ccccc2)=C1c1ccccc1	-15.2	-5.4	31.6	0.9
55	CCC(C)(C)NC(=O)c1ccccc1Oc1ccccc1	-7.9	1.4	-0.7	2.9
56	Cc1ccc2c(c1)C(=O)C(=O)N2CCCOc1ccccc1	0.8	1.7	25.0	-5.0

item	SENP6 inh	hIAP act	SENP1 FRET inh	SENP8 block
49	11.4	0.965	3.9	35.5*
50	-13.3	0.889	1.3	26.9
51	-5.4	1.11	0.6	5.6
52	-13.5	1.02	-0.7	18.9
53	-8.2	0.999	0.2	11.8
54	/	/	4.4	11.3
55	0.4	1.04	-0.9	11.3
56	-27.5	0.864	-0.4	11.4

Compound activity deposited in PubChem BioAssay by Sanford-Burnham Center for Chemical Genomics.
